TcdB GH inh: inhibitors of Clostridioides difficile toxin B glycohydrolase; P18177; TcdB glycohydrolase enzymatic assay, plate reader; inhibition, % at 9.99 µM; hit rate 0.24% among 350,000; AID 652162; in the data active means inhibition above about 10%
Starred values were filed as active, the others as inactive. Not all compounds are listed; count on the stated rates, not on these rows.

`C[C@H]1CN([C@@H](C)CO)C(=O)Cc2cc(NC(=O)C3CCCCC3)ccc2O[C@H]1CN(C)C` gave TcdB GH inh 0.4.
For O=C(Nc1ccc2c(c1)[C@H]1C[C@@H](CC(=O)N3CCCCC3)O[C@@H](CO)[C@H]1O2)c1cccnc1 the results were TcdB GH inh 1.8.
Screening O=C(NC1CCCCC1)N1CC2(C1)[C@H](c1ccccc1)[C@H](CO)N2CC1CCCC1 returned TcdB GH inh -1.1.
For O=C(NC[C@H]1CC[C@@H]2[C@@H](CN2C(=O)C2CCOCC2)O1)c1cccnc1 the results were TcdB GH inh -0.4.
`C[C@@H]1CN([C@@H](C)CO)C(=O)Cc2cc(NS(=O)(=O)c3cccs3)ccc2O[C@H]1CN(C)CC1CCCCC1` gave TcdB GH inh 2.2.
`CCC(=O)N(C)C[C@@H]1Oc2cc(-c3ccc(F)cc3)ccc2S(=O)(=O)N([C@H](C)CO)C[C@H]1C` gave TcdB GH inh 0.4.
N#C[C@H]1[C@@H](c2ccccc2)[C@@H](CO)N1S(=O)(=O)c1cccc(F)c1 was read as TcdB GH inh -0.6.
Cc1noc(C)c1NC(=O)Nc1ccc2c(c1)C(=O)N([C@@H](C)CO)C[C@@H](C)[C@H](CN(C)C(=O)Nc1c(C)noc1C)OCCCC[C@@H](C)O2 was read as TcdB GH inh -0.2.
For COc1cccc(S(=O)(=O)N[C@@H]2C=C[C@@H](CC(=O)NCc3ccc(F)cc3)O[C@@H]2CO)c1 the results were TcdB GH inh -0.7.
C[C@H](CO)N1C[C@H](C)[C@H](CN(C)Cc2ccccc2O)OCc2cn(nn2)CCCC1=O was read as TcdB GH inh -7.6.

Sorted by length of the SMILES (smallest number first): some entries from above.
For O=C(NC[C@H]1CC[C@@H]2[C@@H](CN2C(=O)C2CCOCC2)O1)c1cccnc1 the results were TcdB GH inh -0.4.
N#C[C@H]1[C@@H](c2ccccc2)[C@@H](CO)N1S(=O)(=O)c1cccc(F)c1 was read as TcdB GH inh -0.6.
C[C@H](CO)N1C[C@H](C)[C@H](CN(C)Cc2ccccc2O)OCc2cn(nn2)CCCC1=O was read as TcdB GH inh -7.6.
`CCC(=O)N(C)C[C@@H]1Oc2cc(-c3ccc(F)cc3)ccc2S(=O)(=O)N([C@H](C)CO)C[C@H]1C` gave TcdB GH inh 0.4.
For O=C(Nc1ccc2c(c1)[C@H]1C[C@@H](CC(=O)N3CCCCC3)O[C@@H](CO)[C@H]1O2)c1cccnc1 the results were TcdB GH inh 1.8.
`C[C@@H]1CN([C@@H](C)CO)C(=O)Cc2cc(NS(=O)(=O)c3cccs3)ccc2O[C@H]1CN(C)CC1CCCCC1` gave TcdB GH inh 2.2.
Cc1noc(C)c1NC(=O)Nc1ccc2c(c1)C(=O)N([C@@H](C)CO)C[C@@H](C)[C@H](CN(C)C(=O)Nc1c(C)noc1C)OCCCC[C@@H](C)O2 was read as TcdB GH inh -0.2.

(list continues)
`COc1ccc(S(=O)(=O)Nc2cccc3c2O[C@@H](CN(C)C(=O)Nc2ccc(F)cc2)[C@@H](C)CN([C@@H](C)CO)C3=O)cc1` gave TcdB GH inh -1.0.
Screening C/C=C/c1ccc([C@H]2[C@@H](CO)N3C(=O)CN(C(=O)Cc4cccnc4)C[C@@H]23)cc1 returned TcdB GH inh 0.3.
For CCCC#Cc1ccc([C@H]2[C@H](CO)N3C(=O)CN(C(=O)Cc4cccnc4)C[C@@H]23)cc1 the results were TcdB GH inh -0.9.
For O=C(C[C@H]1CC[C@H](NS(=O)(=O)c2ccc(F)cc2)[C@@H](CO)O1)N1CCc2ccccc2C1 the results were TcdB GH inh -0.6.
N#C[C@H]1[C@H](c2ccc(C3=CCCCC3)cc2)[C@H](CO)N1C(=O)CN1CCOCC1 was read as TcdB GH inh -0.5.
CN(C)CCCNC(=O)C[C@@H]1CC[C@H]2[C@@H](COC[C@H](O)CN2S(=O)(=O)c2ccccc2)O1 was read as TcdB GH inh -0.7.
For C[C@H](CO)N1C[C@H](C)[C@@H](CN(C)C(=O)CCC(F)(F)F)OCCCC[C@H](C)Oc2ccc(NC(=O)Cc3ccccc3)cc2C1=O the results were TcdB GH inh 0.2.
`C[C@H](CO)N1C[C@H](C)[C@@H](CN(C)S(=O)(=O)c2ccc(Cl)cc2)Oc2ccc(N(C)C)cc2C1=O` gave TcdB GH inh -4.3.
For O=C(N[C@@H]1CC[C@@H](CCn2cc(Cc3ccccc3)nn2)O[C@H]1CO)c1ccccn1 the results were TcdB GH inh -0.4.
Screening CNC[C@H]1Oc2ccc(NC(=O)Cc3ccccc3)cc2CC(=O)N([C@@H](C)CO)C[C@H]1C returned TcdB GH inh 1.1.
`COc1ccc(NC(=O)Nc2ccc3c(c2)C(=O)N([C@H](C)CO)C[C@@H](C)[C@@H](CN(C)C)OCCCC[C@@H](C)O3)cc1` gave TcdB GH inh -0.2.
C[C@@H]1CN([C@H](C)CO)C(=O)c2cccc(NC(=O)c3ccncc3)c2O[C@@H]1CN(C)C was read as TcdB GH inh -4.4.
`CNC[C@@H]1OCCCC[C@@H](C)Oc2ccc(NC(=O)Nc3cccc4ccccc34)cc2C(=O)N([C@H](C)CO)C[C@H]1C` gave TcdB GH inh -1.6.
`CCC(=O)Nc1ccc2c(c1)OC[C@@H](C)N(C(=O)c1ccccc1F)C[C@@H](C)[C@H](OC)CN(C)C2=O` gave TcdB GH inh -0.8.
Screening C[C@@H]1CCCCO[C@H](CN(C)Cc2ccc3c(c2)OCO3)[C@H](C)CN([C@@H](C)CO)C(=O)c2cc(NC(=O)C3CCCCC3)ccc2O1 returned TcdB GH inh -1.2.
C[C@@H]1CN([C@@H](C)CO)C(=O)c2cc(NS(=O)(=O)c3cn(C)cn3)ccc2O[C@@H]1CN(C)CC1CCCCC1 was read as TcdB GH inh 1.5.
O=C(NC1Cc2ccccc2C1)[C@H]1N[C@H]2c3ccc(C4=CCCC4)c(=O)n3C[C@H]2[C@@H]1CO was read as TcdB GH inh 0.1.
C[C@H]1CCCCO[C@H](CN(C)S(=O)(=O)c2cn(C)cn2)[C@@H](C)CN([C@@H](C)CO)C(=O)c2cc(NC(=O)Nc3ccccc3)ccc2O1 was read as TcdB GH inh 0.4.
`CNC(=O)C[C@@H]1CC[C@H]2[C@H](COc3ccc(NC(=O)Nc4cccc(C)c4)cc3C(=O)N2C)O1` gave TcdB GH inh 1.4.
COc1ccc(S(=O)(=O)N(C)C[C@@H]2OCCCC[C@@H](C)Oc3ccc(NS(=O)(=O)c4cn(C)cn4)cc3C(=O)N([C@H](C)CO)C[C@H]2C)cc1 was read as TcdB GH inh -1.4.
For C[C@H]1CN([C@@H](C)CO)C(=O)CCCn2cc(nn2)CO[C@H]1CN(C)C(=O)Nc1ccc(-c2cccs2)cc1 the results were TcdB GH inh 0.7.
C[C@@H]1CCCCO[C@@H](CN(C)S(=O)(=O)c2ccc(Cl)cc2)[C@@H](C)CN([C@H](C)CO)C(=O)c2cc(NC(=O)C3CCCCC3)ccc2O1 was read as TcdB GH inh 1.0.
Screening CC(C)NC(=O)N(C)C[C@H]1Oc2ccc(NC(=O)CCC(F)(F)F)cc2CC(=O)N([C@H](C)CO)C[C@@H]1C returned TcdB GH inh 0.4.
For CCC(=O)N(C)C[C@@H]1Oc2ncc(C#CCC(C)C)cc2C(=O)N([C@H](C)CO)C[C@H]1C the results were TcdB GH inh 1.7.
Screening C[C@@H]1CN([C@@H](C)CO)C(=O)c2cc(NC(=O)C3CC3)ccc2O[C@H]1CN(C)S(=O)(=O)c1ccc(Cl)cc1 returned TcdB GH inh 0.3.
For C[C@H]1CCCCO[C@H](CN(C)Cc2ccncc2)[C@@H](C)CN([C@@H](C)CO)C(=O)c2cc(NS(=O)(=O)c3cccs3)ccc2O1 the results were TcdB GH inh 0.4.
`CCCC#Cc1ccc([C@@H]2[C@@H](CO)N3CCCCN(CC4CC4)C[C@H]23)cc1` gave TcdB GH inh -0.2.
For CN(C)Cc1cn(CC[C@@H]2CC[C@H](N)[C@@H](CO)O2)nn1 the results were TcdB GH inh -0.2.
O=C(C[C@H]1CC[C@H](NC(=O)Nc2ccc(C(F)(F)F)cc2)[C@H](CO)O1)NCc1ccccn1 was read as TcdB GH inh 0.3.
For COC(=O)[C@@H]1[C@@H](CO)[C@@H]2Cn3c(ccc(-c4cccc(F)c4)c3=O)[C@H]1N2Cc1cccnc1 the results were TcdB GH inh 0.7.
CCC(=O)N1C[C@H](C)[C@H](OC)CN(C)C(=O)c2cc(NC(=O)Nc3cccc(F)c3)ccc2OC[C@H]1C was read as TcdB GH inh 0.9.
Screening Cc1noc(C)c1S(=O)(=O)Nc1ccc2c(c1)C(=O)N([C@H](C)CO)C[C@H](C)[C@H](CN(C)CC1CCCCC1)O2 returned TcdB GH inh -0.7.
`CC(C)NC(=O)N(C)C[C@H]1OCCCC[C@@H](C)Oc2ccc(NS(=O)(=O)c3ccccc3)cc2C(=O)N([C@H](C)CO)C[C@@H]1C` gave TcdB GH inh 0.7.
COc1ccc2c3c([nH]c2c1)[C@H](CO)N(Cc1ccc(F)cc1)CC31CCN(C(C)=O)CC1 was read as TcdB GH inh 1.5.
For Cc1ccc(S(=O)(=O)Nc2cccc3c2O[C@@H](CN(C)Cc2ccncc2)[C@H](C)CN([C@H](C)CO)C3=O)cc1 the results were TcdB GH inh 0.7.
Screening CC(C)NC(=O)NCC[C@@H]1CC[C@@H](NC(=O)c2ccc(F)cc2)[C@@H](CO)O1 returned TcdB GH inh 1.5.
`C[C@@H]1CN([C@@H](C)CO)S(=O)(=O)c2ccc(Br)cc2O[C@@H]1CN(C)S(C)(=O)=O` gave TcdB GH inh -0.5.
`CC(C)C#Cc1cnc2c(c1)C(=O)N([C@H](C)CO)C[C@H](C)[C@H](CN(C)Cc1ccc3c(c1)OCO3)O2` gave TcdB GH inh 0.2.
C[C@H]1CN([C@@H](C)CO)C(=O)c2cc(NC(=O)C3CCCCC3)ccc2O[C@H]1CN(C)C(=O)Nc1ccccc1 was read as TcdB GH inh -3.5.
For CC(C)(C)[S@@](=O)N1Cc2cc(C(=O)NCCc3ccncc3)nc(-c3cccc(-c4cccc(C#N)c4)c3)c2[C@H]1CCO the results were TcdB GH inh 0.7.
`COc1ccc(NC(=O)Nc2cccc3c2O[C@@H](CN(C)C(=O)Nc2ccc(OC)cc2)[C@H](C)CN([C@H](C)CO)C3=O)cc1` gave TcdB GH inh 0.8.
For Cc1noc(C)c1NC(=O)N(C)C[C@H]1Oc2c(NC(=O)Nc3cccc4ccccc34)cccc2C(=O)N([C@H](C)CO)C[C@H]1C the results were TcdB GH inh -0.2.
For CS(=O)(=O)N1[C@@H](C#N)[C@@H](c2ccc(C#CC3CC3)cc2)[C@@H]1CO the results were TcdB GH inh -0.1.
For C/C=C/c1ccccc1[C@@H]1[C@@H](CO)N(C(=O)NC2CCCCC2)[C@H]1C#N the results were TcdB GH inh 0.7.
C[C@H]1CCCCO[C@@H](CN(C)C)[C@@H](C)CN([C@@H](C)CO)C(=O)c2cc(NC(=O)Nc3ccc(F)cc3)ccc2O1 was read as TcdB GH inh -1.7.
Screening O=C(N[C@H]1CC[C@@H](CCn2cc(-c3ccccn3)nn2)O[C@H]1CO)c1cccnc1 returned TcdB GH inh -18.
For O=C(C[C@H]1CC[C@@H]2[C@H](COC[C@@H](O)CN2C(=O)c2ccncc2)O1)NC1Cc2ccccc2C1 the results were TcdB GH inh 0.1.
Screening O=C(CC1CC1)N1CC(=O)N2[C@@H](CO)[C@H](c3ccc(C#Cc4cccc(F)c4)cc3)[C@@H]2C1 returned TcdB GH inh 0.0.
`Cc1noc(C)c1NC(=O)Nc1ccc2c(c1)C(=O)N([C@H](C)CO)C[C@H](C)[C@H](CN(C)C(=O)Cc1ccccc1)OCCCC[C@H](C)O2` gave TcdB GH inh -0.4.
Screening CCS(=O)(=O)N1CC(=O)N2[C@H](CO)[C@H](c3ccc(C4=CCCC4)cc3)[C@@H]2C1 returned TcdB GH inh -0.3.
`Cc1noc(C)c1NC(=O)N(C)C[C@H]1Oc2ncc(C#CC3CCCCC3)cc2C(=O)N([C@H](C)CO)C[C@H]1C` gave TcdB GH inh 0.4.
`Cc1ccccc1-c1ccc2c(c1)O[C@@H](CN(C)Cc1ccncc1)[C@H](C)CN([C@H](C)CO)S2(=O)=O` gave TcdB GH inh 1.2.
Cc1cccc(-c2ccc([C@@H]3[C@H](CO)N4CCCCN(CCC(F)(F)F)C[C@@H]34)cc2)c1 was read as TcdB GH inh 0.8.
CC(C)C#Cc1cnc2c(c1)C(=O)N([C@@H](C)CO)C[C@@H](C)[C@H](CN(C)C(=O)CN1CCOCC1)O2 was read as TcdB GH inh -0.7.
OC[C@H]1[C@H](c2ccc(Br)cc2)[C@H]2CN(Cc3ccccn3)CCCCN21 was read as TcdB GH inh -0.7.
Screening C[C@@H]1CN([C@@H](C)CO)C(=O)c2cc(NC(=O)CCC(F)(F)F)ccc2O[C@@H](C)CCCCO[C@@H]1CN(C)S(=O)(=O)c1cccs1 returned TcdB GH inh 1.4.
For CNC[C@H]1OCCCC[C@@H](C)Oc2ccc(N(C)C)cc2C(=O)N([C@H](C)CO)C[C@@H]1C the results were TcdB GH inh -9.5.
`CCCNC(=O)N1C[C@@H](C)[C@H](OC)CN(C)C(=O)c2ccc(NC(C)=O)cc2OC[C@H]1C` gave TcdB GH inh 0.5.
For COc1ccc(CN2[C@@H]3CN(C(=O)c4ccccc4)c4ccccc4[C@@H]3[C@@H]2CO)cc1 the results were TcdB GH inh 1.0.
C[C@@H]1CN([C@@H](C)CO)C(=O)c2cccc(NC(=O)Nc3ccc(F)cc3)c2O[C@H]1CN(C)C was read as TcdB GH inh 0.7.
`C[C@H]1CN([C@@H](C)CO)C(=O)CCCn2cc(nn2)CO[C@@H]1CN(C)Cc1cccc(C(F)(F)F)c1` gave TcdB GH inh 0.9.
`CN(C)C(=O)c1cccc(-c2ccccc2[C@H]2[C@H](C#N)N(C(=O)C3CCCC3)[C@H]2CO)c1` gave TcdB GH inh 0.9.
`C[C@H](NC(=O)[C@H]1[C@H](CO)[C@H]2Cn3c(cccc3=O)[C@@H]1N2C(=O)C1CC1)c1ccccc1` gave TcdB GH inh -0.3.
Screening COC(=O)C[C@H]1C=C[C@@H](NS(=O)(=O)c2ccccc2F)[C@H](CO)O1 returned TcdB GH inh 0.6.
